TbMetRS inhib = Trypanosoma brucei MetRS inhibition. purified T. brucei MetRS, ATP depletion, Kinase-Glo luminescence. inhibition, % at 11.9 µM. 360,000 compounds, 0.4% hits;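 active = inhibition above a per-plate cutoff of the control wells' mean inhibition plus 3 SD, cut at about 5.5% in these data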;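 also: 0% = DMSO wells median and 100% = median of wells with control inhibitor compound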
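Dosing: 11.9 µM single point; system: parasite MetRS enzyme; technique: luminescence of leftover ATP; times: 15 min enzyme-compound preincubation, 2 h reaction, 10 min detection, 25 °C; replicates: each compound tested once; read-out basis: percent inhibition relative to median high and low control wells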
CSN inh = CSN deneddylation inhibition; Q92905; Purified CSN, SCF-Nedd8-OG deneddylation, fluorescence polarization; inhibition, % at 12.5 µM; 360,000 compounds, 0.38% hits; AID 651999;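 active = pattern-corrected inhibition above about 35%, with an unprinted fluorescence ratio check between 0.5 and 1.5, limit read from the data, passing the limit was not always enough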;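 also: 0% = enzyme with substrate and 100% = substrate without enzyme; some results filed as inactive read as strong as hits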
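Material: human Csn5 produced in HEK293T cells; Input: enzyme 0.24 nM; Reagent: SCFSkp2-Nedd8OG substrate at 10 nM final; Dosing: 12.5 µM compound; Incubation: 90 min reaction at room temperature; Detection: fluorescence polarization of the substrate; Evaluation: % inhibition of substrate cleavage by Csn5; Control set: substrate-only high control, full reaction low control.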
LMPTP inh = blocks human LMPTP phosphatase; P24666; recombinant LMPTP-A, OMFP fluorogenic substrate, fluorescence intensity; inhibition, % at 20 µM; 360,000 compounds, 0.22% hits; AID 651560;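 active = compounds that cut the enzyme signal by at least half of the control window in the single-dose screen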;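 also: plate controls were DMSO wells with enzyme plus substrate for no effect and substrate without enzyme for full effect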
Target sequence (P24666 whole entry, looked up): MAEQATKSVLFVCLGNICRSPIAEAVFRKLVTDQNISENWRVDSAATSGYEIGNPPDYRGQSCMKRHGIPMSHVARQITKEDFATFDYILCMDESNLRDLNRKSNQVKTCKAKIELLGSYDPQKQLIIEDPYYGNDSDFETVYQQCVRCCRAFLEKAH
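material = LMPTP-A | quantity = 0.625 nM enzyme | reagent = OMFP substrate, 400 µM final | buffer or medium = Bis-Tris pH 6.0, DTT, detergent | detection = endpoint fluorescence intensity from OMFP dephosphorylation | dosing = single 20 µM dose | read-out basis = % inhibition relative to no-enzyme and uninhibited control wells | control set = no-enzyme and uninhibited controls | timing = 50 min at room temperature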
MsrA inhibitor = inhibitors of bovine MsrA; 360,000 compounds, 0.75% hits; AID 651718; inhibition, % at 15.5 µM; purified bovine MsrA, absorbance read-out; in the data active = inhibition above about 4.5%;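 also: 0% = vehicle wells with enzyme and 100% = reference inhibitor wells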
NadD inh = inhibitors of Staphylococcus aureus NadD; 360,000 compounds, 0.78% hits; purified NadD enzyme, colorimetric absorbance read-out; inhibition, % at 20 µM; in the data active = inhibition above about 26%; also: some compounds past the cut are filed as inactive
SUMO1-SIM PPI = SUMO1-SIM interaction modulation; P63165; SUMO1 binding to a labelled peptide, TR-FRET, 1 h; inhibition, % at 20 µM; 360,000 compounds, 0.33% hits; in the data active = inhibition above about 37%
Rpn11 inh = blocks the human proteasome subunit Rpn11; O00487; AID 588493; human 26S proteasome, Ub4-pepOG fluorescence polarization; 20S core pre-blocked with epoxomicin; 360,000 compounds, 0.59% hits; calls only at 20 µM;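 active = inhibition at 20 µM, scaled to each plate's controls, above about 33%, limit read from the data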
Target sequence (O00487 whole entry, looked up): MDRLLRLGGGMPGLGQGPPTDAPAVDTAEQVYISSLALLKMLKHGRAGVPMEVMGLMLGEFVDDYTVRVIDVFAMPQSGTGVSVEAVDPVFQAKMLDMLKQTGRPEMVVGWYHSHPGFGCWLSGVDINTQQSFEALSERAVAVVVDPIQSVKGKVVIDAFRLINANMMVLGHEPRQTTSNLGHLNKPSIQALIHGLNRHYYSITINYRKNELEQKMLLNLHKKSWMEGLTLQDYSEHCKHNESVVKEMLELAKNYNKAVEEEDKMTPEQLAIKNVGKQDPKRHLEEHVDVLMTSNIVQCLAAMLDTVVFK
STEP inh = inhibitors of human striatal-enriched phosphatase STEP | inhibition, % at 20 µM | recombinant STEP, OMFP fluorogenic substrate, fluorescence | P54829 | 360,000 compounds, 0.25% hits;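 active = inhibition at 20 µM, scaled per plate between control wells, above about 37%, limit read from the data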;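 also: 0% = DMSO with enzyme and substrate and 100% = substrate only without enzyme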
Target sequence (P54829 whole entry, looked up): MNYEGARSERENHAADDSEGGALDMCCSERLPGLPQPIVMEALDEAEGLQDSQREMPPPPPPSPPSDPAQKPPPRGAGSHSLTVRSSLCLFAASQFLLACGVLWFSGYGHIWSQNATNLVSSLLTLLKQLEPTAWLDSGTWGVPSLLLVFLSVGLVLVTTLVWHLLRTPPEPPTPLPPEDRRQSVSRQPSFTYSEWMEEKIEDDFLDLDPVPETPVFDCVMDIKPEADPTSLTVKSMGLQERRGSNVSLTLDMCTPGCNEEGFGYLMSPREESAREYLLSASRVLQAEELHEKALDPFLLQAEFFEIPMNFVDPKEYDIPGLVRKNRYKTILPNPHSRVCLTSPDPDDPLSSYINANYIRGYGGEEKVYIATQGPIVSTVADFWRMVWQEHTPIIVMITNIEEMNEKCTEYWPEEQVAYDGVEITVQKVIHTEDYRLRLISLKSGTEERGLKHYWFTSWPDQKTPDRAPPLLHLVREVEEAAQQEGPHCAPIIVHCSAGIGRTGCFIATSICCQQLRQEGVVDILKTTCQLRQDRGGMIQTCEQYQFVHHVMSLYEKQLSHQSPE
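Material: STEP (striatal-enriched tyrosine phosphatase) enzyme, cell-free; Compound dosing: 20 µM single dose in 1% DMSO; Technique: fluorescence read at 480 nm ex / 540 nm em; Times: reaction 20 min, ambient temperature; Medium: 50 mM Bis-Tris pH 6.0 with 2.5 mM DTT and 0.005% Tween 20; Also added: OMFP at 25 µM.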
DNMT1 inh = inhibitors of human DNMT1 | inhibition (reported as % activation of signal), % at 10 µM | P26358 | DNMT1 molecular beacon, Hinp1I cleavage, fluorescence | 360,000 compounds, 0.83% hits; in the data active = inhibition above about 50%
Scp1 inh = inhibitors of human Scp-1 phosphatase; Q9GZU7; Recombinant Scp1, phosphopeptide, malachite green phosphate absorbance; inhibition, % at 20 µM; 340,000 compounds, 0.88% hits;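 active = inhibition above about 50% at 20 µM, limit read from the data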;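 also: plate controls were DMSO wells with enzyme for no effect and wells lacking enzyme for full effect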
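Incubation: 45 min enzyme reaction at room temperature / System: truncated SCP-1 phosphatase (76-261aa) / Reagent: Phospho 17-mer peptide substrate / Buffer or medium: Acidic Tris acetate buffer with magnesium and detergent / Signal: absorbance at 630 nm / Doses: one concentration, 20 µM, with 1.0% DMSO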
The depositor's hits bear a star; i = inactive; / = no result given.

Second line of a record: TbMetRS inhib, CSN inh, LMPTP inh, MsrA inhibitor, NadD inh, SUMO1-SIM PPI, Rpn11 inh, STEP inh, DNMT1 inh, Scp1 inh
- COc1ccccc1CN1CCCC(CN(CCN(C)C)C(=O)C2CCCC2)C1 (centres undefined)
  -0.8, 2, -3.1, 0.2, -6, 2, i, -1, 0, -3
- CN(C)S(=O)(=O)Nc1ccc(Cc2ccncc2)cc1
  0.1, -1, 2.9, 2.2, 3, 2, i, -2, 2, /
- COc1ccc(OC)c(NC(=O)c2cccc(N3C(=O)C4C5CCC(C5)C4C3=O)c2)c1 (centres undefined)
  -0.7, -3, -1.1, 0.5, -9, 6, i, -2, 0, -1
- Cc1coc2cc3oc(=O)c(CCC(=O)O)c(C)c3cc12
  -0.5, 5, 2.1, 1.0, 2, 4, i, 0, 3, -2
- CCc1cccc(NC(=O)COC(=O)C2COc3ccccc3O2)c1 (centres undefined)
  -0.4, 1, -0.4, -0.2, -13, 0, i, -1, -1, /
- Cc1ccc(NC(=O)COC(=O)CCC(=O)c2cccs2)c(Br)c1
  -0.1, -4, 0.0, -0.4, -9, -3, i, -2, 2, -10
- O=C(COCCOCC(=O)N(c1ccccn1)C1CCCCC1)N(c1ccccn1)C1CCCCC1
  -0.2, -4, -0.4, 0.1, -4, 3, i, 1, 2, -10
- O=C(Nc1nnc(CCS(=O)(=O)c2ccc(Br)cc2)s1)c1ccc([N+](=O)[O-])cc1
  0.1, 0, 3.6, -0.3, 23, -7, i, 0, 3, 6
- COc1cc(NC(=O)Cn2cnc3sc(C)c(S(=O)(=O)N4CCOCC4)c3c2=O)cc(OC)c1OC
  0.2, 4, -0.9, 0.0, -2, 1, i, 6, 2, 1
- CCOc1ccccc1CN1CCN(Cc2ccon2)CC1CCO (centres undefined)
  1.6, 3, -2.2, -1.6, -3, 2, i, -2, 0, 1
- Cc1cc(C)c(NC(=O)C2C3/C=C\CCCCC32)c(C)c1 (centres undefined)
  -1.9, 5, -1.2, 0.8, 0, -3, i, 3, 14, 3
- Cc1ccc(C(=O)C2CCOC(C)(C)C2)cc1 (centres undefined)
  0.1, 0, -0.7, -0.7, 2, 5, i, -1, 1, -3
- COc1ccc2c(c1OC)C(=O)N(c1ccc(O)cc1)C2
  -0.8, -2, -0.3, 1.3, 0, 1, i, -1, 1, -5
- CCCCCOc1ccc(C(=O)NCCC(=O)NCCCC(=O)OCC)cc1
  0.2, 0, -0.9, 0.4, 0, -1, i, 1, 0, -7
- COC(=O)[C@]12CCCCC=C1N(CCc1ccc(OC)c(OC)c1)C(=O)[C@H](CC(=O)N1CCN(C(=O)C3CC3)CC1)C2
  -1.0, -5, -0.5, -0.3, /, 1, /, /, /, /

At a glance, part of the list above.
Second line of a record: TbMetRS inhib, CSN inh, LMPTP inh, MsrA inhibitor, NadD inh, SUMO1-SIM PPI, Rpn11 inh, STEP inh, DNMT1 inh, Scp1 inh
- CCc1cccc(NC(=O)COC(=O)C2COc3ccccc3O2)c1 (centres undefined)
  -0.4, 1, -0.4, -0.2, -13, 0, i, -1, -1, /
- Cc1ccc(NC(=O)COC(=O)CCC(=O)c2cccs2)c(Br)c1
  -0.1, -4, 0.0, -0.4, -9, -3, i, -2, 2, -10

(continued)
Second line of a record: TbMetRS inhib, CSN inh, LMPTP inh, MsrA inhibitor, NadD inh, SUMO1-SIM PPI, Rpn11 inh, STEP inh, DNMT1 inh, Scp1 inh
- CN1OC[C@@H]2CN(S(=O)(=O)c3ccccc3)[C@H](c3ccccc3Br)C[C@@H]21
  -0.1, 1, -1.0, -1.5, -1, 3, i, -2, 1, /
- CCC1Cc2[nH]c(=S)[nH]c(=O)c2C(c2ccc(F)cc2)O1 (centres undefined)
  -0.3, 0, -0.8, -0.8, 1, 1, i, 0, 2, /
- CC(C)(C)OC(=O)N[C@@H](COCc1ccccc1)C(=O)N[C@@H](CO)[C@H](O)[C@@H]1C[C@@H]1C(=O)NC1CCCCC1
  -0.3, -1, 0.7, 0.9, -5, 3, i, 0, 3, -11
- COCCn1c(SCC(=O)Nc2ccc(Cl)c(S(=O)(=O)N(C)C)c2)nc2ccccc21
  0.2, 0, 1.0, -0.9, -5, -2, i, 2, -7, -3
- Cc1ccc2cc3cc(C(=O)N4CCN(C(=O)c5ccco5)CC4)sc3nc2c1
  -0.8, 2, 0.8, 1.8, 11, -17, i, -3, -3, 8
- CC(=O)Nc1ccc(N2CCN(Cc3ccccc3F)CC2)cc1
  -0.9, -5, -0.5, -0.9, -1, -2, i, 1, 3, -1
- O=C(O)C(=Cc1cc2c(cc1[N+](=O)[O-])OCO2)c1cc2c(cc1Br)OCO2
  -0.4, 0, -0.9, 1.1, -3, -4, i, 0, -2, 7
- N#Cc1ccc(C(=O)OCc2cccc(S(=O)(=O)N3CCOCC3)c2)cc1
  -0.3, -4, -2.1, -0.3, -3, 5, i, -2, -1, -8
- CC(C)COC(=O)N1CCCCC1c1cc(C(=O)NCc2ccccc2)no1 (centres undefined)
  -0.3, 3, -1.5, -1.1, -1, 3, i, 0, -3, /
- CC(CN(C(N)=O)c1ccccc1O)C(=O)O (centres undefined)
  -2.2, -1, 0.1, 0.7, 5, -1, i, -15, 2, -5
- Cc1ccc(C(=O)C2=C(O)C(=O)N(Cc3cccnc3)C2c2ccc(Br)cc2)o1 (centres undefined)
  0.1, 2, 11, 4.1, 18, -15, i, 4, -3, 6
- C#CCNC(=O)[C@H](Cc1ccc(C(=O)c2ccccc2)cc1)NC(=O)OC(C)(C)C
  -0.1, 7, -1.7, -0.8, 0, 8, i, 0, 1, -6
- NC(=O)Cn1cnc2c(nnn2-c2ccc(F)cc2)c1=O
  -0.7, 5, -0.5, 1.0, -6, 5, i, -2, 2, -10
- CCCCc1nnc(NC(=O)C=C(C)C)s1
  -0.5, 5, 0.0, -0.4, 0, -7, i, 0, -1, -15
- COc1ccc(NC(=O)CN(C)C(=O)Cc2ccsc2)cc1
  -0.6, 4, 0.4, -0.2, -4, -2, i, -2, 0, -2

Entries of single compounds, quoted from the list.
Record of N#Cc1ccc(C(=O)OCc2cccc(S(=O)(=O)N3CCOCC3)c2)cc1 → TbMetRS inhib = -0.3; CSN inh = -4; LMPTP inh = -2.1; MsrA inhibitor = -0.3; NadD inh = -3; SUMO1-SIM PPI = 5; Rpn11 inh = i; STEP inh = -2; DNMT1 inh = -1; Scp1 inh = -8
Record of CC(CN(C(N)=O)c1ccccc1O)C(=O)O (centres undefined) → TbMetRS inhib = -2.2; CSN inh = -1; LMPTP inh = 0.1; MsrA inhibitor = 0.7; NadD inh = 5; SUMO1-SIM PPI = -1; Rpn11 inh = i; STEP inh = -15; DNMT1 inh = 2; Scp1 inh = -5

The list continues:
Second line of a record: TbMetRS inhib, CSN inh, LMPTP inh, MsrA inhibitor, NadD inh, SUMO1-SIM PPI, Rpn11 inh, STEP inh, DNMT1 inh, Scp1 inh
- Cc1cc(C)nc(SCC(=O)N/N=C/c2cccc([N+](=O)[O-])c2)n1
  1.0, -3, -1.4, -0.8, -1, -19, i, 3, -1, -8
- Oc1ccc2[nH]ccc2c1
  -0.1, -2, -0.7, -0.2, -7, 10, i, 4, -3, 2
- CCOC(=O)CCn1nc(-c2ccc(Cl)cc2)cc1N
  -0.9, -1, 1.5, 1.1, -2, 3, i, 1, 9, 89*
- Cc1ccc2[nH]c(C(=O)Nc3ccc(F)cc3)cc2c1
  -1.2, 0, 0.5, -0.3, 6, -3, i, -3, 2, -5
- CCn1nnnc1SCC(=O)NC1Cc2ccccc2C1
  -0.2, -5, -0.7, -0.1, -2, -1, i, 1, 5, -8
- Cc1cccc(C(=O)NC2CC(C)(C)NC(C)(C)C2)c1
  -0.9, 4, 0.1, -0.8, -1, 0, i, 1, 2, 0
- Cc1nn(-c2ccccc2)c(C)c1/C=N/NC(=O)c1cc(-c2cccs2)[nH]n1
  -0.6, 2, 0.8, 2.0, 10, 10, i, -1, -7, 1
- O=S(=O)(c1cccc(C(F)(F)F)c1)N1CCN(c2cnccn2)CC1
  -0.9, 5, 0.1, 2.1, 2, -1, i, 1, 1, 5
- C/C(=N\NC(=S)Nc1cccc(C)c1)c1cc2ccccc2o1
  -0.3, -7, 4.2, 2.4, 12, 0, i, 2, -15, -5
- O=C(Cn1ncc2ccccc21)N1CCc2ccccc21
  -0.1, -3, -0.7, 1.2, 0, 5, i, 2, 19, 36
- COc1cc2c(cc1NC(=O)C(C)Sc1ccc(C)cc1)oc1ccccc12 (centres undefined)
  -1.0, -4, 5.6, 1.5, -4, 0, i, 2, -7, -13
- Cc1ccc(-n2ncc3c2CCCC3NC(=O)CCC2=NNC(=O)CC2)cc1C (centres undefined)
  0.1, -3, -1.0, -0.3, 3, 2, i, 2, 0, -6
- O=c1oc2ccccc2c(Nc2ccc3ccccc3c2)c1[N+](=O)[O-]
  0.3, -7, 12, /, 6, -15, i, 5, -4, -12
- CCOc1ccc(/C=N/NC(=O)C(O)c2ccccc2)c(O)c1 (centres undefined)
  -0.5, 2, 0.4, 1.6, -3, -8, i, 3, 2, 3
- Cc1cc(C)n2c(SCC(=O)Nc3ccc(F)cc3F)nnc2n1
  -0.5, -5, -2.5, -0.6, -7, 2, i, -1, 0, -5
- Fc1ccc(CSc2nnc(-c3ccccn3)o2)cc1
  -0.8, -2, 0.6, 0.8, 0, 3, i, 1, 2, 0
- S=C(Nc1ccc(Cl)c(Cl)c1)N1CCN(c2ccccn2)CC1
  -1.3, 4, -0.5, -0.4, 7, 2, i, 14, 7, -14
- O=c1[nH]c(SCc2c(Cl)cccc2Cl)nc2ccccc12
  -0.3, 0, 0.4, 0.2, 3, -2, i, 2, 2, -2
- Cc1cccc(CN2CCN([C@@H]3CS(=O)(=O)N[C@H]3COCc3ccccc3)CC2)c1
  0.1, 1, -3.1, 0.3, -10, 1, i, -2, 1, /
- CC(CSc1nnnn1-c1ccccc1)Cn1c(N2CCN(C)CC2)nc2c1c(=O)[nH]c(=O)n2C (centres undefined)
  -0.9, 11, -3.2, 0.4, -1, -1, i, -2, 0, -4

An unsorted share of the library, and some 3.9% of all compounds hit somewhere here.
